High-throughput results: PubChem, several laboratories
EBV gp42 inh: Epstein-Barr virus gp42 inhibitors, primary screen, biochemical, uHTS, fluorescence polarization; inhibition, % (tested at 21.74 µM); actives 0.42% (n = 220,000); Fluorescence polarization binding assay, mP read-out; in the data active = inhibition above about 50%
Target sequence (Q1HVG2 whole entry, looked up): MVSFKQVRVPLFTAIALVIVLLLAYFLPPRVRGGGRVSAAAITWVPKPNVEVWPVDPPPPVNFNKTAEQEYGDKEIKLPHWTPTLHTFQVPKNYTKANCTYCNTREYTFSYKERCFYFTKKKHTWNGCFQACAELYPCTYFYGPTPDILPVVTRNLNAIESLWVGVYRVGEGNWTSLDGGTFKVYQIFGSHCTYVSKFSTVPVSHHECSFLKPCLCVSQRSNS
MDM2 E3 inh: MDM2-luciferase reporter signal enhancers, primary screen, MDM2 E3 ligase inhibitor project, cell-based, luminescence, 1536-well; cell-based MDM2 ubiquitination luciferase reporter, 2 h; 0 = plate control, 100 = twice control, blank-subtracted; signal enhancement, % at 5 µM; E3 ubiquitin-protein ligase Mdm2 (Homo sapiens), Q00987; actives 0.11% (n = 210,000);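 active = signal enhancement of 30% or more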;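 note: luminescence tracks abundance of the self-degrading MDM2-luciferase fusion protein; higher signal means inhibition of MDM2 E3 ligase activity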
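Assay system: stable mammalian line carrying autodegrading MDM2–luciferase fusion reporter; amount: 2000 cells seeded into each well; buffer or medium: DMEM; benchmarks: plate control and blank wells; signal: luciferase luminescence; timing: 2 h compound exposure at 37 °C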
Tb hexokinase: Trypanosoma brucei hexokinase 1 inhibitors, primary screen, biochemical, G6PDH-coupled NADH absorbance, MLSCN library | actives 0.11% (n = 220,000) | recombinant TbHK1, G6PDH-coupled NADH A340 | inhibition, % at 10 µM | AID 1430, 2008 | hexokinase 1 [Trypanosoma brucei];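 active = inhibition of 50% or more in the single-dose primary screen; inactive = inhibition below 50%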
14-3-3 Bad inh: inhibitors of 14-3-3 zeta/Bad binding, primary screen, biochemical, TR-FRET, bovine 14-3-3 zeta; 14-3-3 protein zeta/delta (Bos taurus), P63103; TR-FRET 14-3-3zeta/Dy647-pBad peptide displacement, 1 h; inhibition, % at 21.7 µM; actives 0.71% (n = 220,000); AID 781, 2007;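 active = inhibition above about 70%, limit read from the data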;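 note: 0% = full 14-3-3 plus peptide FRET controls and 100% = background without 14-3-3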
Target sequence (P63103 whole entry, looked up): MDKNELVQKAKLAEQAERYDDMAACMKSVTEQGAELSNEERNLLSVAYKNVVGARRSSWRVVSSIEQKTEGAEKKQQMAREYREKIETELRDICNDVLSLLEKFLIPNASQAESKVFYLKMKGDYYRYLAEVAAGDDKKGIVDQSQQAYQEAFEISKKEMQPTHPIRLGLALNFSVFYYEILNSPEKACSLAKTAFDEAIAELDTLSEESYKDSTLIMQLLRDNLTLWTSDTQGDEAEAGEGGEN
L929 necroptosis: inhibitors of zVAD-triggered necroptosis, primary screen, L929 cells; L929 zVAD necroptosis rescue, ATP luminescence, 24 h; with zVAD 60 µM; viability rescue, % at 10 µM; actives 0.38% (n = 220,000); AID 1377, 2008;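 active = activation, scaled between plate controls, above about 75%, limit read from the data; inactive = activation under that limit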;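 note: 0% = zVAD with DMSO and 100% = DMSO alone without zVAD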
Runt-SMMHC FRET: inhibitors of RUNX1 Runt–CBFb-SMMHC binding, primary screen, biochemical, FRET, Cerulean-Runt, Venus-CBFb-SMMHC, uHTS; inhibition, % at 20 µM; actives 0.74% (n = 220,000); Cerulean-Runt/Venus-CBFb-SMMHC FRET ratio 530/480, 1 h; AID 1434, 2008;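 active = mean inhibition across duplicate retests at 20 µM reaching about 50%, limit read from the data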;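 note: 0% = DMSO wells and 100% = wells with excess untagged CBFb-SMMHC; inhibitors lower the FRET ratio by blocking Runt binding to CBFb-SMMHC; some results filed as inactive read as strong as hits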
Hck Nef HTS: inhibitors of Nef-activated human Hck kinase, primary screen, biochemical, Z-Lyte FRET, 384-well, Hck-YEEI; Tyrosine-protein kinase HCK (Homo sapiens), P08631; Recombinant Hck-YEEI plus Nef, Z-Lyte FRET kinase assay; inhibition, % at 20 µM; actives 0.68% (n = 220,000);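 active = Hck-Nef kinase inhibition above about 50%, limit read from the data; inactive = inhibition below that limit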;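 note: 0% = DMSO with Hck plus Nef and 100% = Hck alone without Nef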
NCF1 inh: p47phox/p22phox peptide binding inhibitors, primary screen, biochemical, uHTS, NADPH oxidase regulatory subunit; actives 0.53% (n = 220,000); Neutrophil cytosol factor 1 (Homo sapiens), P14598; AID 1274, 2008; inhibition, % at 24.7 µM; fluorescence polarization, 2 h;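 active = inhibition above about 30%, limit read from the data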;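 note: 0% = p47phox with labelled peptide and 100% = labelled peptide alone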
Target sequence (P14598 whole entry, looked up): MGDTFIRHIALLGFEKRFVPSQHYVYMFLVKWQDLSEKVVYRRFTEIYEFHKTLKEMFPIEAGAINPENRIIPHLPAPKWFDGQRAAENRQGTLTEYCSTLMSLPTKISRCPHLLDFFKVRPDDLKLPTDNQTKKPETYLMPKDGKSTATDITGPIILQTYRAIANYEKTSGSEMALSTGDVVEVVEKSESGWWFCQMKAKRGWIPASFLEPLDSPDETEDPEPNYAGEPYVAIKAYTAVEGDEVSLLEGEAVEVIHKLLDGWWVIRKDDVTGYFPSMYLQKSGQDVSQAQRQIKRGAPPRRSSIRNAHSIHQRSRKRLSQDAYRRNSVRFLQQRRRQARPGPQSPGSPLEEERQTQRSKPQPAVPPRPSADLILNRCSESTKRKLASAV
Runt-CBFb FRET: inhibitors of RUNX1 Runt–CBFb binding, primary screen, biochemical, FRET, Cerulean-Runt, Venus-CBFb, uHTS | Runt-related transcription factor 1 (Homo sapiens) + Core-binding factor subunit beta … | Cerulean-Runt/Venus-CBFb FRET ratio 530/480, 1 h | inhibition, % at 20 µM | actives 0.46% (n = 220,000) | AID 1496, 2009;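 active = inhibition over about 50% at 20 µM in the single-dose screen, limit read from the data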;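 note: 0% = DMSO wells and 100% = excess unlabeled CBFb competitor control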
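test system = Cerulean-tagged RUNX1 Runt domain (FRET donor) fusion protein | reagent = Venus-CBFb binding partner, 100 nM | incubation = protein complex preformed 1 h, compound exposure 1 h, room temperature, dark | detection = FRET fluorescence | read-out basis = loss of energy transfer signal | controls = 5 µM unlabeled CBFb as full-inhibition high control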
Numbers without * were called inactive; nt = not tested or not shown; [ ] = dose if it differs, or a comment. Hits appear at their usual frequency; about 3.2% have a hit in one of these screens.

SMILES | EBV gp42 inh | MDM2 E3 inh | Tb hexokinase | 14-3-3 Bad inh | L929 necroptosis | Runt-SMMHC FRET | Hck Nef HTS | NCF1 inh | Runt-CBFb FRET
O=C1C(c2ccc(F)cc2)N(Cc2ccc3c(c2)OCO3)C(=O)CN1C1CCCC1 (stereo not given) | -15 | -9 | -7 | -15 | -0.5 | 0 | 2 | -42 | 21
COc1cc(OC)nc(NC2OC(=O)c3ccccc32)n1 (stereo not given) | -21 | 2 | 3 | 0[fluorescence artefact?] | 0.0 | -5 | 1 | -15 | 2
COc1ccc(N2C(=O)CSC2c2cccs2)cc1 (stereo not given) | -22 | -10 | 0 | -2 | nt | 1 | 3 | -12 | -1
O=C(NCc1ccc(N2CCCC2=O)cc1)c1cccc(Cl)c1 | -1 | -12 | -2 | 2 | 2.8 | 4 | 1 | 0 | 1
COc1ccc(OCCCC(=O)N2CCCc3ccccc32)cc1 | -7 | -7 | -7 | -11 | -0.2 | 1 | 1 | 1 | 0
Cc1nc(N2CCN(S(=O)(=O)c3cccc4nonc34)CC2)c2c3c(sc2n1)CCCC3 | -8 | 1 | -10 | 6 | 0.7 | -2 | -3 | -13 | -2
CCSc1nnc(NC(=O)Cc2ccccc2OC)s1 | -12 | -12 | 4 | -3 | 0.0 | 2 | 1 | -16 | 0
O=C(Cc1ccccc1)NNS(=O)(=O)c1ccc(F)cc1 | -8 | -10 | -3 | -8 | 0.5 | nt | 16 | 15 | nt
CC/C(O)=C1\C(=O)CCCC1=NCCc1nc2ccccc2[nH]1 | -18 | 12 | 0 | -6 | 0.3 | 4 | 24 | 1 | -1
CCn1c(CN2C(=O)CSc3ccccc32)n[nH]c1=S | -9 | -14 | -10 | 0 | 0.1 | 5 | 4 | -12 | 12
COc1ccc(N2CCN(c3ccc(NC(=O)c4ccc5c(c4)OCO5)cc3C#N)CC2)cc1 | -19 | -13 | -1 | nt | 1.3 | -6 | 3 | -5 | 0
CN1CCc2c(sc3c2C(=O)NC(c2cn(Cc4ccccc4)c4ccccc24)N3)C1 (stereo not given) | -2 | -7 | -8 | 23[fluorescence artefact?] | 0.2 | 70* | 14 | -21 | 63*
Cc1ccccc1-c1nnc(SCCC(=O)N2CCOCC2)o1 | -25 | -18 | 12 | -9 | 2.0 | -6 | 20 | -5 | -2
Cc1onc(-c2ccccc2Cl)c1C(=O)N(C)C1CCCCC1 | -7 | -16 | -11 | -4 | -0.8 | -3 | 4 | -25 | 2
O=C(CSc1nnc(-c2cccnc2)n1-c1ccccc1)Nc1ccccc1 | -2 | 0 | -2 | -4 | -0.9 | 4 | -4 | 3 | 0
CCOc1ccc(NC(=O)CSc2nc(N)c(-c3ccccc3)c(=O)[nH]2)cc1 | -5 | -10 | 6 | -8 | 3.5 | 0 | 23 | -1 | 0
O=C(NC1CCCCC1)C(c1ccc(F)cc1)N(Cc1ccccc1)C(=O)CN1C(=O)c2ccccc2S1(=O)=O (stereo not given) | -11 | -13 | 24 | 6 | 0.2 | -3 | 0 | -14 | -4
CCc1cccc(NS(=O)(=O)c2ccc3c(c2)CCC(=O)N3)c1 | -4 | 0 | 2 | -1 | 1.3 | 2 | 22 | -2 | 0
Cc1cc[n+](C(C)C(=O)c2ccc(-c3ccccc3)cc2)cc1 (stereo not given) | -9 | -24 | -3 | -2 | -0.2 | -5 | 4 | -13 | 0
COc1ccc(/C=C/c2c([N+](=O)[O-])c(=O)n(C)c(=O)n2C)cc1 | -17 | -11 | -31 | 0 | 5.1 | 1 | 3 | 5 | 1
O=C(NCc1cccnc1)c1ccc2c(c1)OCO2 | -7 | -8 | 5 | -2 | 0.8 | -1 | 1 | 2 | -2
S=c1[nH]ccn1-c1ccc(Cl)cc1 | -5 | -20 | 9 | -1 | -0.8 | 3 | -23 | 1 | 8
O=C(O)c1ccc(NC(=S)NC(NC(=O)c2ccco2)C(Cl)(Cl)Cl)cc1 (stereo not given) | -8 | -6 | -4 | -11[fluorescence artefact?] | -0.2 | 2 | 0 | -5 | 10
O=C(Nc1cc(Cl)ccn1)C1(c2ccccc2)CC1(Cl)Cl (stereo not given) | -2 | -16 | -6 | -1 | 0.4 | 0 | 6 | 3 | 1
Cc1ccc(SCC(=O)Nc2ccc(N3CCN(C)CC3)c(F)c2)cc1 | -1 | -5 | -2 | 6[fluorescence artefact?] | 3.0 | 1 | -2 | -11 | 1
CN(Cc1cn[nH]c1-c1ccc2c(c1)OCO2)C1CCOCC1 | -2 | 0 | 3 | 1 | 14 | -1 | 27 | 7 | 2
COc1ccc(NC(=O)c2ccc(-c3ccccc3C(F)(F)F)o2)cc1 | -9 | nt | 0 | 37 | 5.6 | 0 | -1 | -10 | -1
CN(C)CCCNC(CC(=O)Nc1cccc([N+](=O)[O-])c1)C(=O)O (stereo not given) | -13 | 18 | -10 | 4 | 0.6 | -2 | 6 | -5 | -1
O=C(CNC(=O)c1cccs1)NCC(=O)OCC(=O)c1ccc([N+](=O)[O-])cc1 | 4 | -38 | 17 | -2 | -1.2 | 5 | 32 | 4 | 12
COC(=O)CNC(c1ccccc1)c1cc(C)ccc1NC(=O)CNC(=O)OCc1ccccc1 (stereo not given) | -2 | 0 | -4 | 0 | -1.0 | -5 | 5 | -16 | -6
CC(C)n1cnc2c(N(C)c3cccc(Cl)c3)nc(N(CCO)CCO)nc21 | -10 | 7 | -15 | 2 | -0.6 | -1 | 23 | -18 | 1
COc1cc2c(cc1NC(=O)/C=C/c1ccccc1)oc1ccccc12 | 1 | -18 | -22 | -1 | 28 | -4 | 2 | -11 | -1
CCc1cc2c(NC(C(=O)O)C(C)C)ncnc2s1 (stereo not given) | -3 | -6 | 5 | 3 | 1.0 | 2 | -1 | -5 | 2
COc1ccc(OC)c(NC(=O)C(=O)NCCC2=CCCCC2)c1 | -11 | -24 | -3 | 2 | 1.2 | 1 | 2 | -6 | -3
CCOC(=O)c1cnc2c(cnn2C)c1NCCCn1ccnc1 | -6 | -7 | -2 | -1 | 11 | 1 | 10 | 8 | 0
O=C(N/N=C/c1ccc(-c2cccc(C(F)(F)F)c2)o1)c1ccccc1O | -31 | -4 | -13 | 20 | 0.1 | 3 | 13 | -29 | 8
N#CCCn1cc(/C=N/NC(=O)c2ccncc2)c(-c2ccc(F)cc2)n1 | -17 | -6 | -11 | 3[fluorescence artefact?] | 0.7 | -3 | 2 | 2 | 1
O=[N+]([O-])c1ccccc1S(=O)(=O)N1CCN(CC2CC3C=CC2C3)CC1 (stereo not given) | -16 | -21 | 9 | 33 | -0.9 | 2 | 15 | 0 | 0
CC(Sc1nnnn1-c1ccccc1)C(=O)Nc1ccccc1-c1ccccc1 (stereo not given) | -8 | 2 | -5 | -12 | 0.2 | 2 | 5 | -11 | -1
CN(C)c1nc(=S)nc(NCc2ccccc2)[nH]1 | 0 | -4 | -3 | 21 | 9.5 | 0 | 5 | -10 | 1

For reference, some entries already given.
SMILES | EBV gp42 inh | MDM2 E3 inh | Tb hexokinase | 14-3-3 Bad inh | L929 necroptosis | Runt-SMMHC FRET | Hck Nef HTS | NCF1 inh | Runt-CBFb FRET
O=C(NCc1cccnc1)c1ccc2c(c1)OCO2 | -7 | -8 | 5 | -2 | 0.8 | -1 | 1 | 2 | -2
S=c1[nH]ccn1-c1ccc(Cl)cc1 | -5 | -20 | 9 | -1 | -0.8 | 3 | -23 | 1 | 8
O=C(O)c1ccc(NC(=S)NC(NC(=O)c2ccco2)C(Cl)(Cl)Cl)cc1 (stereo not given) | -8 | -6 | -4 | -11[fluorescence artefact?] | -0.2 | 2 | 0 | -5 | 10
O=C(Nc1cc(Cl)ccn1)C1(c2ccccc2)CC1(Cl)Cl (stereo not given) | -2 | -16 | -6 | -1 | 0.4 | 0 | 6 | 3 | 1
Cc1ccc(SCC(=O)Nc2ccc(N3CCN(C)CC3)c(F)c2)cc1 | -1 | -5 | -2 | 6[fluorescence artefact?] | 3.0 | 1 | -2 | -11 | 1
CN(Cc1cn[nH]c1-c1ccc2c(c1)OCO2)C1CCOCC1 | -2 | 0 | 3 | 1 | 14 | -1 | 27 | 7 | 2

(more compounds)
SMILES | EBV gp42 inh | MDM2 E3 inh | Tb hexokinase | 14-3-3 Bad inh | L929 necroptosis | Runt-SMMHC FRET | Hck Nef HTS | NCF1 inh | Runt-CBFb FRET
CC(C)N1CCN(CC#Cc2ccccc2)CC1CCO (stereo not given) | -4 | 2 | -3 | -12 | 1.0 | nt | 22 | -2 | nt
Cc1cccc(C)c1NC(=S)N(CCN1CCCCCC1)Cc1ccco1 | -6 | -6 | 3 | -7 | -0.3 | 2 | 1 | 3 | 2
O=C(Nc1cccc(-c2nnc(-c3ccco3)o2)c1)C(c1ccccc1)c1ccccc1 | 7 | -9 | -15 | 1 | -0.1 | 1 | 8 | -37 | -4
COC(=O)c1cccc(NC(=O)Nc2ccccc2OC)c1 | -3 | -7 | -3 | -5 | 11 | -1 | -6 | -2 | 0
COC(=O)CSc1ccsc1C(=O)O | -22 | 25 | -1 | -10 | 9.7 | -1 | 21 | 1 | 3
O=C(NCCN1CCOCC1)c1cc(-c2cccs2)on1 | -3 | 0 | -4 | -5 | 7.0 | -3 | 0 | 0 | -1
COc1cc(-c2nc(-c3ccccc3)c(-c3cc([N+](=O)[O-])ccc3C)[nH]2)cc(OC)c1OC | 4 | -11 | -22 | -4 | 2.1 | -12 | 3 | -45 | -5
CC(=O)NCCCOc1ccc([N+](=O)[O-])cc1Cl | -10 | nt | -26 | 16 | -0.4 | -4 | 15 | 3 | 0
CCOC(=O)c1sc2nc(SCC#N)n(CC3CCCO3)c(=O)c2c1C (stereo not given) | -16 | -7 | -7 | 9[fluorescence artefact?] | 0.7 | 1 | -15 | -20 | 0
CCOC(=O)c1[nH]c2cc(OC)c(OC)cc2c1NC(=O)CN1CCN(c2ccc(OC)cc2)C(C)C1 (stereo not given) | -4 | -1 | -37 | 12 | 0.8 | -1 | 1 | -12 | -1
CCc1ccccc1NS(=O)(=O)c1ccc2[nH]cc(C(=O)NCC3CCCO3)c(=O)c2c1 (stereo not given) | -19 | -10 | -8 | 36 | 1.9 | 0 | 1 | -23 | nt
COc1ccc(Br)cc1CNC(=O)C1CCN(S(=O)(=O)N2CCC(C)CC2)CC1 | 2 | -4 | -2 | 7 | nt | 5 | 3 | -6 | -4
COc1ccc(N2CC(C(=O)NCCCN3CCOCC3)CC2=O)cc1 (stereo not given) | -6 | -6 | 25 | -1 | -0.4 | -3 | 0 | -2 | -2
